Compound activity (PubChem)
IL-1B inflam inh = inhibitors of inflammasome signaling (IL-1 beta secretion); THP-1 LPS/ATP IL-1B secretion, AlphaLISA, 16 h; hits give low values; activity change, % at 57.5 µM; hit rate 4.7% among 360,000; AID 743279; in the data active = activity change below about -50%; inconclusive = mostly about -30% to -49%; note: % is set by controls: 0 for no effect and ±100 for the full control effect
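THP-1 cells pretreated 1 hr with compounds (up to 57.5 uM final), then stimulated with LPS (250 ng/mL final) plus ATP (1.25 mM final); secreted IL-1B measured by AlphaLISA after 16 hr, decreased signal indicating inhibition.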
WRN inhibitor = WRN helicase (human) inhibition. hit rate 0.46% among 360,000. WRN helicase unwinding, fluorescent forked duplex, kinetic. Q14191. Potency, µM (doses to about 114 µM), for the others: at the top dose activity change, negative = inhibition, actives largely listed as inhibitors; note: potency is the fitted concentration of half-maximal effect; % is set by controls: 0 for no effect and ±100 for the full control effect; nearly all actives have a fitted effect of over 55% in size
Target sequence (Q14191 whole entry, looked up): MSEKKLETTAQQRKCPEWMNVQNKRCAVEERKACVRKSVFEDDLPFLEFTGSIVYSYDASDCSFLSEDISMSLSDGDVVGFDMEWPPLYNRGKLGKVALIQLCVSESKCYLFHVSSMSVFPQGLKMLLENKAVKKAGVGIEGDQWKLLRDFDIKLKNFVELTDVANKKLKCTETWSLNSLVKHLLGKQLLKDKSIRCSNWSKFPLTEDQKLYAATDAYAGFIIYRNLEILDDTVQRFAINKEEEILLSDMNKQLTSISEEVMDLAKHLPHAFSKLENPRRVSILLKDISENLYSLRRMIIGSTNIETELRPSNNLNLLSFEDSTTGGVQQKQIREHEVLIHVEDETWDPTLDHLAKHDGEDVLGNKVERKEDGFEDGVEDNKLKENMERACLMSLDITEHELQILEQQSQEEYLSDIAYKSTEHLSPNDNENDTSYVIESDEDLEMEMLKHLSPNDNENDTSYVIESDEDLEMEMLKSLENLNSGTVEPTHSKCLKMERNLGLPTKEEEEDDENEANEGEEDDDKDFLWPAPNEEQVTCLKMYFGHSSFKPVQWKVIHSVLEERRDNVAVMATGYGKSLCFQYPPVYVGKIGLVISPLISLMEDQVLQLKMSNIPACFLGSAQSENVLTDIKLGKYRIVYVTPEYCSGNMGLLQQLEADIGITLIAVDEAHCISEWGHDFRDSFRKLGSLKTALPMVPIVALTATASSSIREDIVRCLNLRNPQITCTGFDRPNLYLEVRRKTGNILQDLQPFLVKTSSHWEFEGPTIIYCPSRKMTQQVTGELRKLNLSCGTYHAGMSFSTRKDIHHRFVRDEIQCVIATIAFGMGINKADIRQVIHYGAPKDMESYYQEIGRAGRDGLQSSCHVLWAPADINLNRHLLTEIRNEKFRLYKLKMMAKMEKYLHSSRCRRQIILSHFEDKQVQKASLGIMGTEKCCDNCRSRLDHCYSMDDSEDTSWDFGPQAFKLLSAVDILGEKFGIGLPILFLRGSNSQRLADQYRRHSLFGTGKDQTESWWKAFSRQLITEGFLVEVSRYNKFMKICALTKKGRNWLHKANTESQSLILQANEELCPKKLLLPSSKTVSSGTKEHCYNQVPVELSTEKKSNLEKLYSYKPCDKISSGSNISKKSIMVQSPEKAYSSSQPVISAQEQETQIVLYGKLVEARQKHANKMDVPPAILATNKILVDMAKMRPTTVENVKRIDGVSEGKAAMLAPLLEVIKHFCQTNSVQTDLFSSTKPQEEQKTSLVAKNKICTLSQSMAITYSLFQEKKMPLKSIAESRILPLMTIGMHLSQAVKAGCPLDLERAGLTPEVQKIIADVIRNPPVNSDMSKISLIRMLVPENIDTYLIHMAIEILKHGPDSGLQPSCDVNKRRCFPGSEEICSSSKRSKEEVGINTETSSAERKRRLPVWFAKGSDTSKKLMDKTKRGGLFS
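WRN at 20 nM final was preincubated with compound for 15 min at room temperature; reaction started with 100 nM forked duplex oligonucleotide carrying fluorophore and quencher plus 2 mM ATP (final). Unwinding followed kinetically by red fluorescence (ex 525/em 598 nm).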
SW480 rereplic = DNA re-replication induction in SW480 cells | SW480 DNA re-replication, Hoechst DNA content imaging, 48 h | Potency, µM (highest dose often 46.1 µM), for inactives: top-dose re-replication activation, hits mostly activators | hit rate 1.8% among 340,000 | AID 624297; note: potency is the fitted concentration of half-maximal effect; % of control where 0% means no effect; nearly all actives have a fitted effect of over 55% in size
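Cells (250 per well) received 23 nL compound or DMSO by pin tool and were kept 48 hr at 37 C, 5% CO2. Nuclei were then stained with Hoechst for 40 min and scanned for DNA content.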
KB-3-1 tox = KB-3-1 parental cell cytotoxicity; hit rate 1.4% among 400,000; Potency, µM (top dose mostly 46.1 µM), inactives show at the highest dose activity change, negative = cytotoxic, most hits filed as cytotoxic; KB-3-1 viability, CellTiter-Glo ATP luminescence, 72 h; note: potency is the fitted concentration of half-maximal effect; % is set by controls: 0 for no effect and ±100 for the full control effect; nearly all actives have a fitted effect of over 60% in size
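Cells are dispensed, compounds pinned in, plates held at 37 °C for 72 h, then CellTiter-Glo is added and luminescence read after 10 minutes. Cell line: parental KB-3-1 in phenol-red-free DMEM, 10% FBS.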
MCF10A rerep = inducers of DNA re-replication in MCF 10A breast cells. Potency, µM (doses to about 46.1 µM), for inactives: at the top dose activity, positive = re-replication, most hits filed as activators. hit rate 2.9% among 350,000. MCF 10A DNA re-replication, Hoechst nuclear intensity, 48 h; note: potency is the fitted concentration of half-maximal effect; % of control where 0% means no effect; nearly all actives have a fitted effect of over 50% in size
HT1080NT lethal = kills 2HG-producing HT-1080-NT fibrosarcoma cells. HT-1080-NT fibrosarcoma viability, CellTiter-Glo ATP luminescence, 48 h. Potency, µM (titrated, usually from 46.1 µM), for the others: at the top dose activity, negative = less viability, actives largely listed as cytotoxic. AID 686970. hit rate 1.6% among 360,000;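 note: NT is the 2HG producing partner of a matched IDH1 knockdown line; potency is the fitted concentration of half-maximal effect; 0% = DMSO-treated cells and -100% = media-only wells without cells; nearly all actives have a fitted effect of over 55% in size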
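Fibrosarcoma NT cells, 750 per well in 5% FBS RPMI, were exposed to compound for 48 hours. Viability: CellTiter-Glo luminescence.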
KB-V1 MDR tox = KB-V1 MDR subline cytotoxicity; KB-V1 MDR cells viability, CellTiter-Glo, 72 h; Potency, µM (doses to about 46.1 µM), without a hit: top-dose activity change, negative = cytotoxicity, actives largely listed as cytotoxic; AID 1347076; hit rate 3.4% among 400,000; note: potency is the fitted concentration of half-maximal effect; % is set by controls: 0 for no effect and ±100 for the full control effect; nearly all actives have a fitted effect of over 60% in size
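Cytotoxicity via CellTiter-Glo luminescence after 72 h compound exposure at 37 degrees C. Cells: drug-selected KB-V1 line, DMEM phenol-red free plus 10% FBS. Compounds tested at multiple concentrations; normalized data fitted to concentration-effect curves.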
ATXN2 expr inh = ATXN2 expression inhibition; Potency, µM (doses to about 57 µM), without a hit: at the highest dose activity change, negative = inhibition, most hits filed as inhibitors; hit rate 0.72% among 360,000; HEK-293 ATXN2-luciferase reporter, luminescence, 24 h; note: potency is the fitted concentration of half-maximal effect; % is set by controls: 0 for no effect and ±100 for the full control effect; nearly all actives have a fitted effect of over 55% in size
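ATXN2-luciferase reporter cells (luciferase flanked by upstream and downstream ATXN2 gene portions) were treated 24 h at 37 °C with compounds at up to 57 uM. SteadyGlo luminescence gave expression; GF-AFC fluorescence gave viability.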
HT1080 IDH1KD tx = kills HT-1080 cells with IDH1 knockdown. HT-1080 IDH1 knockdown viability, ATP luminescence, 48 h. Potency, µM (top dose mostly 46.1 µM), inactives show top-dose activity, negative = toxicity, most hits filed as cytotoxic. hit rate 2% among 360,000. AID 686971;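 note: potency is the fitted concentration of half-maximal effect; 0% = DMSO wells and -100% = cell-free medium wells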
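After a 2 h attachment period, IDH1KD HT-1080 cells took pin-transferred compound for 48 h at 37 °C; ATP-based luminescence after 10 min room-temperature reagent incubation reported viability.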
* hit, by the source's call; ? = inconclusive; · = no result given; [ ] = dose if it differs, or a comment. Unless noted, calls come from the whole dose curve; as a rule, active = well fitted curve in the direction sought with a large enough effect; inconclusive = small, poorly fitted or top-dose-only effect, or another doubt; inactive = no such curve, though single readings can be large; an effect the other way counts as inactive or inconclusive. Random draw from the library; overall some 12% were active at least once.

#1 CCCCOc1ccc(C(=O)N(Cc2ccco2)C2CCS(=O)(=O)C2)cc1 (stereo not given)
#2 CCn1c2ccccc2c2cc(NC(=O)c3ccc(=O)oc3)ccc21
#3 COCCNC(=S)N(CCc1c(C)[nH]c2ccc(OC)cc12)Cc1cccnc1
#4 Cc1cccnc1Nc1nc(-c2ccc(O)cc2)cs1
#5 N#Cc1ccc(C(C(=O)NCc2ccccc2)n2c(=O)c(-c3ccco3)nc3ccccc32)cc1 (stereo not given)
#6 OC(COc1ccc(Cl)cc1)CN1CCC(Cc2ccccc2)CC1 (stereo not given)
#7 CCOC(=O)N1CCC(Nc2c([N+](=O)[O-])cc(C(=O)O)cc2[N+](=O)[O-])CC1
#8 COc1ccc(CNC(=O)[C@@H](NC(=O)C2CCN(C(=O)[C@@H](N)CCSC)CC2)C(C)C)cc1

Assay by compound	1	2	3	4	5	6	7	8
IL-1B inflam inh	-1	·	0	?	?	·	18	2
WRN inhibitor	0%	-6%[11.6 µM]	3%	-26%	-1%	-9%	0%	8%
SW480 rereplic	4%	?	1%	-22%	·	43%	-11%	-36%[inhibitor]
KB-3-1 tox	3%	-4%	-2%	-17%	21%	-22%	15%	0%
MCF10A rerep	8%	16µM*	-1%	-15%	·	4%	-4%	5%
HT1080NT lethal	0%	?	3%	-28%	-3%	?	3%	-4%
KB-V1 MDR tox	-22%	-20%	-16%	-3%	-10%	-23%	?	2%
ATXN2 expr inh	-7%	?	-4%	114%[activator]	·	?	-10%	2%
HT1080 IDH1KD tx	-7%	29µM*	-4%	-5%	-2%	?	8%	3%

Entries of single compounds from above. Order of screens: IL-1B inflam inh | WRN inhibitor | SW480 rereplic | KB-3-1 tox | MCF10A rerep | HT1080NT lethal | KB-V1 MDR tox | ATXN2 expr inh | HT1080 IDH1KD tx
COCCNC(=S)N(CCc1c(C)[nH]c2ccc(OC)cc12)Cc1cccnc1 in the list: 0 | 3% | 1% | -2% | -1% | 3% | -16% | -4% | -4%
OC(COc1ccc(Cl)cc1)CN1CCC(Cc2ccccc2)CC1 (stereo not given) in the list: · | -9% | 43% | -22% | 4% | ? | -23% | ? | ?
CCCCOc1ccc(C(=O)N(Cc2ccco2)C2CCS(=O)(=O)C2)cc1 (stereo not given) in the list: -1 | 0% | 4% | 3% | 8% | 0% | -22% | -7% | -7%

Next part
#9 COc1ccc(NC(=O)C(c2ccncc2)n2c(=O)c(-c3cc4ccccc4[nH]3)nc3ccccc32)cc1 (stereo not given)
#10 Cc1ccccc1CN1CCCC(C(=O)N2CCCCC2)C1 (stereo not given)
#11 O=C(COC(=O)COc1ccc(Cl)cc1)Nc1ncc(Br)s1
#12 CCOc1ccccc1NC(=O)CN1CCC(NC(=O)c2ccccc2)CC1
#13 CC1CCC(NC(=O)c2cccc(S(=O)(=O)NCc3ccccc3)c2)CC1 (stereo not given)
#14 C=CCOc1cccc(C2NC(=O)c3ccccc3O2)c1 (stereo not given)
#15 [O-][N+](=C(c1ccccc1)c1ccccc1)c1ccccc1
#16 Cc1ccn(CCC(=O)NC2CC(C)(C)Cc3c2cnn3-c2ccccc2C)n1 (stereo not given)

Assay by compound	9	10	11	12	13	14	15	16
IL-1B inflam inh	-12	-7	1	-4	-16	-7	-8	13
WRN inhibitor	-10%	-3%[11.6 µM]	-9%	-1%	-8%	3%	-3%	2%
SW480 rereplic	·	-8%	-5%	-1%	-26%	-1%	2%	-2%
KB-3-1 tox	-4%	-2%	-2%	8%	-2%	10%	-3%	-11%
MCF10A rerep	·	-7%	?	12%	5%	0%	?	11%
HT1080NT lethal	?	1%	-2%	-5%	-2%	15%	10%	0%
KB-V1 MDR tox	-1%	-9%	0%	-30%	-40%	-7%	-25%	-9%
ATXN2 expr inh	·	·	-10%	7%	0%	6%	-11%	8%
HT1080 IDH1KD tx	?	0%	-1%	-4%	-9%	13%	12%	12%

#17 COc1ccc(N2CCN(C(=O)CC(NC(N)=O)c3cccc(Oc4ccccc4)c3)CC2)cc1 (stereo not given)
#18 CC(C)(C)Nc1scc(-c2ccccc2)[n+]1-c1ccccc1
#19 CC(=O)Nc1ccc(NC(=O)Cc2ccc(S(=O)(=O)N3CCCCC3)cc2)cc1
#20 N#Cc1cnc(Nc2ccc(F)cc2)nc1N
#21 O=C(Cc1coc(-c2ccc(F)cc2)n1)NCc1ccccc1
#22 COc1ccc(N2CCN(C(=O)c3cc4c(C)nc5ccccc5c4o3)CC2)cc1
#23 CC1=NN(c2ccc(Cl)cc2)C(=O)/C1=C\c1cccn1-c1ccc(S(N)(=O)=O)cc1
#24 O=C(Nc1cccn(Cc2ccccc2)c1=O)NC1CCCCC1

Assay by compound	17	18	19	20	21	22	23	24
IL-1B inflam inh	?	-20	1	-14	11	0	?	-8
WRN inhibitor	-9%	3%	3%	6%	-5%	-16%	-18%	-6%
SW480 rereplic	5%	-2%	5%	3%	-4%[9.22 µM]	-29%	-6%	5%
KB-3-1 tox	1%	0%	-6%	?	25%	7%	5%	-18%
MCF10A rerep	17%	4%	-6%	-3%	-1%	?	?	9%
HT1080NT lethal	-2%	0%	-10%	-5%	-2%	-12%	?	0%
KB-V1 MDR tox	-2%	-1%	21%	?	15%	?	-30%	4.1µM*
ATXN2 expr inh	-9%	-6%	9%	-25%	0%	?	-25%	4%
HT1080 IDH1KD tx	-5%	-4%	-1%	-13%	1%	1%	?	-17%

#25 C=CCNC(=O)CN(c1cc(Cl)ccc1OC)S(=O)(=O)c1ccc(C)c([N+](=O)[O-])c1
#26 COc1ccc(NS(=O)(=O)c2ccc(N3CCOCC3)c(NC(=O)C(C)C)c2)cc1
#27 CC(=O)NC(c1ccccc1)c1nc(-c2ccccc2C)cs1 (stereo not given)
#28 COc1ccc(N2CC(C(=O)Nc3nnc(Cc4ccccc4)s3)CC2=O)cc1 (stereo not given)
#29 Cc1ccc2cc(CCl)c(Cl)nc2c1
#30 Cc1ccc(NC(=O)c2ccc(S(=O)(=O)N3CCCCC3)cc2)nc1
#31 Nc1ccn(Cc2ccccc2)n1
#32 CCN(CC)S(=O)(=O)c1ccc(O)c(C(=O)OCC(=O)Nc2cc(C)c(C)cc2[N+](=O)[O-])c1

Assay by compound	25	26	27	28	29	30	31	32
IL-1B inflam inh	0	5	1	29	16	1	6	72
WRN inhibitor	-3%	-2%	-6%	-10%	-4%	9%	-5%	2%
SW480 rereplic	-49%[inhibitor]	0%	·	-7%	?	-1%	18%	-2%
KB-3-1 tox	0%	?	0%	-9%	2%	-17%	-3%	-10%
MCF10A rerep	-11%	9%	·	-8%	-2%	9%	13%	-16%
HT1080NT lethal	2%	-11%	14%	-19%	17%	-1%	1%	-1%
KB-V1 MDR tox	-25%	18µM*	5%	2%	11%	0%	?	-2%
ATXN2 expr inh	-22%	-22%	11%	1%	22%	-1%	2%	·
HT1080 IDH1KD tx	1%	-9%	2%	-12%	3%	5%	-1%	-5%

Sorted by the number under IL-1B inflam inh (falling): three of the compounds above
| item | SMILES | IL-1B inflam inh |
| --- | --- | --- |
| 29 | Cc1ccc2cc(CCl)c(Cl)nc2c1 | 16 |
| 31 | Nc1ccn(Cc2ccccc2)n1 | 6 |
| 25 | C=CCNC(=O)CN(c1cc(Cl)ccc1OC)S(=O)(=O)c1ccc(C)c([N+](=O)[O-])c1 | 0 |

Additional structures follow.
#33 C=C1[C@@H](OC(C)=O)CC[C@]2(C)[C@@H]1C[C@@H]1C[C@H](OC(C)=O)C(C)=C([C@@H](OC(C)=O)[C@@H]2OC(C)=O)C1(C)C
#34 COc1cc(/C=C2\C(=O)N(c3cccc(C(=O)O)c3)N=C2C)ccc1OCc1ccccc1
#35 CC(C)(C)OC(=O)N/N=C/c1cccn1-c1ccc([N+](=O)[O-])cc1
#36 CC(C)(C)c1ccc(C(=O)OCc2c(-c3ccccc3)ncc3ccccc23)cc1
#37 S=C(c1cn(Cc2ccc(Br)cc2)c2ccccc12)N1CCOCC1
#38 CCc1cccc(C)c1NC(=O)CSc1nnc(-c2cc3cc(Br)ccc3o2)n1CC
#39 CCOC(=O)C1CCCN(c2c(Nc3ccc(C)c(C)c3)c(=O)c2=O)C1 (stereo not given)
#40 COc1ccc(C(C(=O)NC2CCCCC2)N(C(=O)Cc2c[nH]c3ccccc23)c2ccc(NC(C)=O)cc2)cc1OC (stereo not given)
#41 Cc1ccc(NC(=O)C(C)N=C2NS(=O)(=O)c3ccccc32)cc1 (stereo not given)
#42 Cc1ccc(-n2c3nc(=O)[nH]c(=O)c-3cc3cc([N+](=O)[O-])ccc32)cc1C

Assay by compound	33	34	35	36	37	38	39	40	41	42
IL-1B inflam inh	19	26	-11	8	0	-25	42	0	21	0
WRN inhibitor	2%	2.7µM*	-9%	-8%	-20%	-1%	0%	-2%	-3%	?
SW480 rereplic	2%	·	?	6%	7%	?	-2%	-2%	-2%	-4%
KB-3-1 tox	?	6%	0%	0%	-22%	?	18%	21%	15%	-3%
MCF10A rerep	1%	·	28%	-5%	?	?	-1%	3%	0%	24%
HT1080NT lethal	4%	-2%	-26%	-1%	-3%	-6%	7%	-10%	22%	-29%
KB-V1 MDR tox	-22%	16%	0%	0%	?	21µM*	?	23%	-6%	?
ATXN2 expr inh	-28%	·	0%	-1%	-21%	-33%	3%	-9%	9%	·
HT1080 IDH1KD tx	-4%	-1%	7%	-1%	-10%	-22%	12%	-7%	13%	?
